UTI89 phage lysis: inhibition of K1F phage lysis, E. coli UTI89, bacterial capsule biogenesis inhibitors, alamar blue (AID 488966); hit rate 0.02% among 340,000; E. coli UTI89 K1F phage lysis, alamar blue, 2 h; higher % means a stronger effect; inhibition, % at 100 µM; hits with a dose series show IC50 in µM;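 active = phage lysis inhibition, versus mean bacterial control, above a set limit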;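 note: capsule biogenesis inhibitors block K1F phage lysis so surviving cells raise fluorescence; higher fluorescence means more inhibition of phage lysis; actives were called in the ten point dose series up to 300 µM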
NTR1 agonist: agonists of NTR1, primary screen, imaging, U2OS cells, beta-arrestin-GFP, high content (AID 493036). Neurotensin receptor type 1 (Homo sapiens), P30989. NTR1-U2OS beta-arrestin-GFP spot imaging, agonist mode. hit rate 0.17% among 330,000. activation, % at 20 µM;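 active = activation at or above 40% of the spot to cytoplasm intensity ratio, with at least 20 cells analyzed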;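 note: 0% = DMSO without peptide and 100% = 100 nM NTR1 peptide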
Target sequence (P30989 whole entry, looked up): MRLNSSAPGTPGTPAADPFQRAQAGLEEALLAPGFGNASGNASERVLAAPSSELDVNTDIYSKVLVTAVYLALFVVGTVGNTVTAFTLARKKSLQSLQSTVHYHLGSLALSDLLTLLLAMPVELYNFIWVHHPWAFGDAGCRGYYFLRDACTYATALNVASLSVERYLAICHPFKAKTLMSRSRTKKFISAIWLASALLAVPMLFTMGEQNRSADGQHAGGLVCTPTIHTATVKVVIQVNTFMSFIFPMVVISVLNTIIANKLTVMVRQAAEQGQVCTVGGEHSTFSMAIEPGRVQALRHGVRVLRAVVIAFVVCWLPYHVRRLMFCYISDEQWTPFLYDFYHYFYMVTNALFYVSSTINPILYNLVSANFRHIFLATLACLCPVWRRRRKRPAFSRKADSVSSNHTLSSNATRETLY
AID2073: inhibitors of Mint1-CaV2.2 protein interaction, biochemical, HTRF (AID 2073). Voltage-dependent N-type calcium channel subunit alpha-1B (Homo sapiens). HTRF protein-protein interaction, Mint1-CaV2.2; higher % means a stronger effect. inhibition, % at 20 µM, or IC50 in µM where a hit was titrated. hit rate 0.19% among 290,000; in the data active = inhibition mostly above about 51%, no sharp cut-off; note: some results filed as inactive read as strong as hits
NS5 inhibitors: Dengue-2 NS5 methyltransferase inhibitors, primary screen, biochemical, confirmation dose response (AID 588689); Dengue-2 NS5 methyltransferase capping enzyme assay, biochemical; higher % means a stronger effect; hit rate 0.3% among 340,000; Genome polyprotein (Dengue virus type 2 (strain 16681-PDK53)); inhibition, % at 25 µM; hits with a dose series show IC50 in µM; in the data active = a potency from the dose series
GPR35 antagonists: GPR35 antagonists blocking zaprinast-driven arrestin recruitment, primary screen, imaging, U2OS, beta-arrestin-GFP, zaprinast agonist (AID 2058); G-protein coupled receptor 35 (Homo sapiens); U2OS GPR35 beta-arrestin-GFP translocation imaging, zaprinast antagonism; higher % means a stronger effect; inhibition, % at 10 µM, or IC50 in µM where a hit was titrated; hit rate 0.052% among 290,000;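 active = inhibition of at least 50% with at least 30 cells and total cytoplasm GFP at most 10,000,000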
WT yeast gro inh: growth inhibition of WT strain, primary screen, mitochondrial fusion inhibitor project, WT and mutant strains, chemical genetic; mitochondrial fusion phenotypic screen; inhibition, % at 10 µM; hit rate 2.1% among 190,000; in the data active = inhibition above about 58%; tested in S. cerevisiae
RSV antiviral HEp-2: RSV antiviral activity via CPE protection, HEp-2 cells, primary 10 µM value included (AID 2391); HEp-2 cells, RSV-induced CPE inhibition; higher % means a stronger effect; CPE inhibition, % at 10 µM, or IC50 in µM where a hit was titrated; hit rate 0.13% among 310,000; in the data active = a potency from the dose series; note: strong numbers were not always called active
LYP inhibition: inhibitors of LYP phosphatase, biochemical, fluorescence intensity, uHTS (AID 1779); hit rate 0.054% among 290,000; Tyrosine-protein phosphatase non-receptor type 22 (Homo sapiens); one-dose inhibition, % at 11.5 µM; IC50 in µM for titrated hits; recombinant LYP phosphatase, fluorescence intensity; higher % means a stronger effect; in the data active = inhibition above about 50%;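 note: plate controls were vehicle with enzyme for no effect and no enzyme for full effect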
Autophagy HCS: autophagy modulators in MEF cells, primary screen, imaging, high-content, MEF GFP-LC3; hit rate 0.98% among 190,000; calls only at 10 µM (by protocol); MEF GFP-LC3 puncta imaging; test concentration mostly 10 µM;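 active = percentage of spot-positive cells more than 3 SD above its plate mean, without a fluorescence outlier flag or 80% toxicity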;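 note: spot-positive cell cutoff set from DMSO-treated cells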
WT yeast gro inh mutant strain: second read-out of WT yeast gro inh, no call of its own (marks repeat the call); inhibition, %; mitochondrial fusion phenotypic screen, mutant strain inhibition
Autophagy HCS cell loss 18 h: further read-out of Autophagy HCS, marked with its call; toxicity, %; measured here: cell loss, nuclei count;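 cell loss after 18 h compound exposure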
NTR1 agonist cell count 20 µM: recorded beside NTR1 agonist, whose call it bears; cell count; measured here: cell count, cytotoxicity flag
NS5 inhibitors pilot replicate: recorded beside NS5 inhibitors, whose call it bears; inhibition, %; measured here: pilot screen replicate inhibition
Active calls of the source: *; i = inactive; nt = not tested or not shown; [ ] = another dose, or the depositor's remark.

SMILES | UTI89 phage lysis | NTR1 agonist | NTR1 agonist cell count 20 µM | AID2073 | NS5 inhibitors | GPR35 antagonists | WT yeast gro inh | WT yeast gro inh mutant strain | RSV antiviral HEp-2 | LYP inhibition | Autophagy HCS | Autophagy HCS cell loss 18 h | others
CCN=C(NCC)SC1CC(=O)N(c2ccc(OCC)cc2)C1=O (stereo not given) | 1.4% | 2.9 | 62 | 1% | -4% | -7% | -10 | 8 | 1.6% | -2% | i | 3
Cc1cc(Nc2ccccc2)nc(N2CCOCC2)n1 | -0.1% | -0.6 | 45 | 8% | nt | 5% | 3 | 9 | 5.7% | -1% | i | -6
C[N+](C)(C)C[C@H](O)CC(=O)[O-] | 2.7% | -0.7 | 83 | nt | -5% | nt | nt | nt | 3.1% | nt | nt | nt
CCCCCCc1nnc(NC(=O)OCC)s1 | 0.2% | 9.3 | 88 | 3% | 1% | 11% | 6 | 15 | 4.2% | -4% | nt | nt
CC1CCC(N2CCN(S(=O)(=O)Cc3ccccc3)CC2)CC1 (stereo not given) | 0.3% | 3.6 | 44 | 32% | -9% | 15% | nt | nt | 1.7% | -8% | nt | nt
CCOc1ccc(-n2ccnc(SCC(=O)NCc3cccc(OC)c3)c2=O)cc1 | 1.1%[50 µM] | 0.7 | 61 | nt | 11% | nt | nt | nt | 4.6% | nt | nt | nt
Cc1ccc(NC(=O)COC(=O)CCc2nc3ccccc3c(=O)[nH]2)cc1Cl | 0.1% | -0.7 | 69 | -7% | 1% | -11% | 6 | 8 | -0.4% | -2% | i | 13
CCOc1ccc(CNC(=O)CN2C(=O)CSc3ccc(S(=O)(=O)N4CCOCC4)cc32)cc1OC | 0.1% | 1.5 | 60 | -10% | 0% | 13% | nt | nt | 3.7% | -11% | nt | nt
CC(C)c1ccc(OCC(=O)Nc2cccc(C(=O)Nc3ccccc3C(=O)O)c2)cc1 | 3.3% | 1.9 | 50 | 34% | 21% | -8% | 11 | -5 | 2.9% | 5% | i | -25
COc1ccccc1N1CCN(C2CCCN(C(=O)CCC(=O)N(C)C)C2)CC1 (stereo not given) | 0.4% | 0.6 | 53 | -4% | -6% | -13% | nt | nt | -0.4% | -9% | nt | nt
CC(C)(C)c1ccccc1NC(=O)Cn1cnc2cc([N+](=O)[O-])ccc2c1=O | -0.6% | 1.1 | 35 | 13% | -8% | 0% | -7 | 4 | -0.4% | -2% | i | 5
CC(C)CC(=O)NC(=S)Nc1ccc(N2CCCC2)c(Cl)c1 | nt | 4.0 | 44 | -17% | nt | 0% | nt | nt | 4.7% | -2% | nt | nt
Cc1c(C)n(CCO)c2ncnc(Nc3ccc(F)cc3)c12 | 0.1% | -0.6 | 85 | 29% | -8% | -9% | nt | nt | 2.4% | -4% | nt | nt
Cc1ccc(C(=O)CCC(=O)N2CCC(C(N)=O)CC2)cc1 | -0.5% | 1.0 | 56 | 16% | -5% | -7% | -8 | -5 | 0.8% | -3% | i | 24
COc1ccc(NCC(=O)N/N=C/C=C\c2ccccc2)cc1 | 0.4% | 0.9 | 62 | 5% | -1% | 2% | 4 | 9 | 0.4% | -3% | i | 10
S=C(NCc1cccs1)Nc1cc(Cl)cc(Cl)c1 | 0.5% | 5.9 | 64 | -16% | -7% | 11% | nt | nt | 14% | -3% | nt | nt
COc1ccc2c(C(=O)CN3CCN(CCO)CC3)c[nH]c2c1 | 5.7% | -0.6 | 65 | 3% | -2% | -3% | -1 | -31 | -1.1% | -8% | i | 0
CCN(CC)CCCNC1CCS(=O)(=O)C1 (stereo not given) | -0.2% | 1.1 | 76 | -1% | -1% | 2% | 3 | 8 | 0.1% | -8% | i | 1
O=c1nc(N/N=C/c2ccco2)cn[nH]1 | 0.4% | -2.0 | 84 | 36% | 1% | -10% | -2 | 3 | 1.9% | 6% | i | 1
COc1cc(S(=O)(=O)NCCc2ccc3c(c2)OCO3)ccc1-n1cnnn1 | 0.3% | 1.5 | 47 | 0% | 2% | 4% | 6 | 8 | 0.2% | -5% | i | -6
Cc1ccc(-n2nnc(-c3ccnc4ccccc34)n2)cc1 | 1.6% | 0.2 | 55 | 6% | -8% | -3% | 10 | 22 | 9.6% | 1% | i | 0
CC1(C)CNC(=O)c2sc(NC(=O)c3ccccc3Cl)nc2C1 | 0.0% | 2.1 | 48 | -7% | -2% | 6% | -7 | 3 | -0.4% | -2% | i | -16
O=C(c1ccco1)N1CCN(C(c2ccccc2)c2nnnn2Cc2cccs2)CC1 (stereo not given) | 5.7% | 0.5 | 60 | 9% | -2% | 14% | 0 | 0 | 3.7% | -13% | i | -5
CC(C)(C)NC(=O)COC(=O)c1ccccc1C(=O)c1ccccc1 | -0.4% | -0.6 | 31 | -5% | -47% | -6% | -20 | 7 | 0.6% | -6% | i | 11
NS(=O)(=O)c1ccc(CCNC(=O)C2CCN(S(=O)(=O)c3cnc[nH]3)CC2)cc1 | 0.2% | -0.7 | 44 | 8% | 2% | 7% | -2 | -6 | 0.8% | 0% | i | -39

Later entries.
SMILES | UTI89 phage lysis | NTR1 agonist | NTR1 agonist cell count 20 µM | AID2073 | NS5 inhibitors | GPR35 antagonists | WT yeast gro inh | WT yeast gro inh mutant strain | RSV antiviral HEp-2 | LYP inhibition | Autophagy HCS | Autophagy HCS cell loss 18 h | others
Cc1cc(Nc2ccccc2O)c2ccccc2n1 | nt | 0.7 | 52 | -16% | nt | -4% | -13 | 2 | 0.7% | -4% | i | -14
O=C(CN1C(=O)NC2(CCCC2)C1=O)Nc1cc(Cl)ccc1N1CCOCC1 | 1.9%[50 µM] | 1.1 | 58 | nt | -4% | nt | nt | nt | -1.6% | nt | nt | nt
N#CCCn1cc(C=C(C#N)C#N)c(-c2ccc(Cl)cc2)n1 | nt | 4.9 | 54 | 6% | nt | 4% | 12 | 14 | 1.3% | -2% | i | 15
CCOC(=O)C1=C(CC)OC(N)=C(C#N)C1c1cccs1 (stereo not given) | -1.5% | 1.3 | 42 | -24% | -1% | 6% | -23 | -17 | -1.4% | -12% | i | -4
Cc1cc(C)nc(NC2=NCC(=O)N2c2ccccc2Br)n1 | 0.6% | -1.0 | 74 | 10% | -1% | -10% | 12 | 4 | 1.9% | -3% | nt | nt
CC1(C)Cc2ccccc2C(NNC(=O)c2ccccc2)=N1 | 0.0% | -0.8 | 71 | -5% | -3% | 0% | -5 | 8 | 0.6% | -8% | i | -11
COc1cccc(/C=N/NC(=O)c2c(-c3ccccc3)noc2C)c1OC | -0.1% | 2.4 | 63 | 8% | 1% | 0% | nt | nt | 0.9% | -9% | nt | nt
Cc1c(C2=CCN(S(=O)(=O)c3ccc(Br)cc3)CC2)c2ccccc2n1C | 3.5% | 1.7 | 68 | 8% | -2% | -13% | -10 | -3 | 6.0% | 0% | i | -5
CCN(CC)C(=O)Cn1c(C)c(/C=C/c2cc[n+](C)cc2)c2ccccc21 | -0.3% | -1.5 | 63 | 7% | -81% | 18% | nt | nt | 0.9% | 0% | nt | nt
CCCC(=O)NC(=S)Nc1sc2c(c1C(N)=O)CCC2 | 0.2% | 0.7 | 93 | 13% | 4% | -3% | 1 | 22 | 1.9% | 2% | i | -4
O=C(Cc1ccccc1)NC1CCS(=O)(=O)C1 (stereo not given) | -0.2% | 0.0 | 37 | 1% | -7% | 5% | -16 | -7 | 1.0% | -4% | i | -2
O=C(CSc1nnc(-c2ccco2)c(-c2ccco2)n1)c1ccccc1 | -0.4% | 5.4 | 38 | 79% | 29% | 17% | 20 | 5 | -0.3% | 8% | i | -2
COc1ccccc1NS(=O)(=O)c1cc(NC(=O)C(C)NC(N)=O)ccc1N1CCCC1 (stereo not given) | 0.2%[50 µM] | -0.4 | 66 | nt | -2% | nt | nt | nt | 0.4% | nt | nt | nt
Cc1ccc(NCC(=O)Nc2cccc(S(=O)(=O)N(C)C)c2)c(Cl)c1 | 2.0%[50 µM] | 3.6 | 65 | 2% | 7% | -1% | 11 | 8 | 14% | 0% | i | 13
Cc1cccc(NC(=O)CSc2nnc(-c3cnccn3)n2Cc2ccco2)c1 | -1.1% | 0.1 | 70 | -7% | -3% | 5% | 0 | 10 | -0.5% | -4% | i | 4 | NS5 inhibitors pilot replicate=-9.0
O=C(O)Cc1sc(Nc2ccccc2)nc1-c1ccc(Cl)cc1 | -0.3% | -0.8 | 98 | 68% | -8% | -8% | 8 | -21 | 1.2% | -9% | i | -15
CC(=O)O[C@H]1c2ccccc2-c2ccccc2[C@@H]1OC(C)=O | 0.1% | 0.2 | 61 | -1% | -5% | 5% | nt | nt | 2.6% | 2% | nt | nt
CC(C)n1ncc2c(C(=O)NCC(=O)Nc3ccccc3Br)cc(C3CC3)nc21 | -0.1%[50 µM] | 0.6 | 63 | nt | -7% | nt | nt | nt | -0.7% | nt | nt | nt
CCC1CCCCN1CCCNC(=O)c1csc2c1CCCCC2 (stereo not given) | 0.4% | -0.8 | 68 | 43% | -10% | 0% | nt | nt | -0.4% | -4% | nt | nt
O=C(N/N=C/c1cc([N+](=O)[O-])cc([N+](=O)[O-])c1O)C(O)(c1ccccc1)c1ccccc1 | 0.6%[50 µM] | 4.4 | 51 | nt | 5% | nt | nt | nt | 1.9% | nt | nt | nt

Seven entries out of the list, sorted by heavy-atom count, rising.
SMILES | UTI89 phage lysis | NTR1 agonist | NTR1 agonist cell count 20 µM | AID2073 | NS5 inhibitors | GPR35 antagonists | WT yeast gro inh | WT yeast gro inh mutant strain | RSV antiviral HEp-2 | LYP inhibition | Autophagy HCS | Autophagy HCS cell loss 18 h | others
O=C(Cc1ccccc1)NC1CCS(=O)(=O)C1 (stereo not given) | -0.2% | 0.0 | 37 | 1% | -7% | 5% | -16 | -7 | 1.0% | -4% | i | -2
Cc1cc(Nc2ccccc2O)c2ccccc2n1 | nt | 0.7 | 52 | -16% | nt | -4% | -13 | 2 | 0.7% | -4% | i | -14
CC(=O)O[C@H]1c2ccccc2-c2ccccc2[C@@H]1OC(C)=O | 0.1% | 0.2 | 61 | -1% | -5% | 5% | nt | nt | 2.6% | 2% | nt | nt
Cc1ccc(NCC(=O)Nc2cccc(S(=O)(=O)N(C)C)c2)c(Cl)c1 | 2.0%[50 µM] | 3.6 | 65 | 2% | 7% | -1% | 11 | 8 | 14% | 0% | i | 13
O=C(CSc1nnc(-c2ccco2)c(-c2ccco2)n1)c1ccccc1 | -0.4% | 5.4 | 38 | 79% | 29% | 17% | 20 | 5 | -0.3% | 8% | i | -2
Cc1c(C2=CCN(S(=O)(=O)c3ccc(Br)cc3)CC2)c2ccccc2n1C | 3.5% | 1.7 | 68 | 8% | -2% | -13% | -10 | -3 | 6.0% | 0% | i | -5
Cc1cccc(NC(=O)CSc2nnc(-c3cnccn3)n2Cc2ccco2)c1 | -1.1% | 0.1 | 70 | -7% | -3% | 5% | 0 | 10 | -0.5% | -4% | i | 4 | NS5 inhibitors pilot replicate=-9.0

Screens from PubChem BioAssay.
